CRE-bla Fsk: alters forskolin-stimulated CRE reporter signaling in CHO cells; CHO CRE-bla reporter (cAMP response element driving beta-lactamase), forskolin EC10, beta-lactamase ratio; Potency, µM (doses to about 38.2 µM), without a hit: at the top dose activity change, negative = inhibition, usual class: activators; 2.5% of 71,000 active; active = well fitted activation curve with a large enough effect in the signal ratio, with a control signal flat, not every such curve was filed as active; inconclusive = small, poorly fitted or top-dose-only effect, or effect the other way, or a change in a side signal; the % refers to the signal ratio; note: potency is the fitted concentration of half-maximal effect; % of control where 0% means no effect
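Using CellSensor CRE-bla CHO cells in Opti-MEM with 0.5% dialyzed FBS, compounds were titrated with EC10 NKH 477 for 3 h at 37 °C. CCF4 ratio (460/530 nm) gave %Activity; AC50 derived.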
Hsp90 Hop PPI: changes Hsp90-Hop TPR2A binding signal, up or down. AlphaScreen TPR2A-His6 binding biotin-Hsp90 C-terminal peptide. Potency, µM (doses to about 57 µM), for inactives: at the top dose activity change, negative = inhibition. 0.44% of 71,000 active. AID 595; active = well fitted curve in either direction with a large enough effect; inconclusive = small, poorly fitted or top-dose-only effect, or another doubt; note: potency is the fitted concentration of half-maximal effect; % is set by controls: 0 for no effect and ±100 for the full control effect; many of its hits are not listed in these tables
4MU fluor: compounds fluorescent in 4-MU spectral region. 11% of 59,000 active. AID 589. compound autofluorescence, 340/450 nm, 4-MU equivalents; stronger effect = higher value. max dye-equivalent concentration, M; in the data active = max dye-equivalent concentration above about 10 nM; inconclusive = mostly about 1.1 nM to 9.6 nM
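Compounds in 100 mM Tris, pH 8.0, incubated 15 min at room temperature, then fluorescence read at 340 nm excitation/450 nm emission. Signal converted to 4-MU dye-equivalent concentration using an on-plate six-point 4-MU standard curve.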
Pol III holo inh: inhibitors of bacterial DNA polymerase III holoenzyme | reconstituted DNA polymerase III holoenzyme replication, biochemical | Potency, µM (top dose mostly 57.1 µM), inactives show at the top dose activity change, negative = inhibition | 0.25% of 71,000 active; note: potency is the fitted concentration of half-maximal effect; % is set by controls: 0 for no effect and ±100 for the full control effect
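Reconstituted *E. coli* holoenzyme (0.35 nM Pol III, 1 nM beta, 154 nM SSB, 2 nM primase) was preincubated with compound for 15 min at RT. Synthesis on 1.4 nM ssM13Gori ran 35 min, then was stopped with PicoGreen/EDTA and read as dsDNA fluorescence.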
BRCT inh red: inhibitors of human BRCA1 BRCT-phosphoprotein interaction (red fluorophore); 0.03% of 75,000 active; BRCT-phosphopeptide binding, red fluorescence polarization; Potency, µM (highest dose often 76.9 µM), for inactives: at the top dose activity change, negative = inhibition, most hits filed as inhibitors; note: % is set by controls: 0 for no effect and ±100 for the full control effect
Target sequence (P38398 whole entry, looked up): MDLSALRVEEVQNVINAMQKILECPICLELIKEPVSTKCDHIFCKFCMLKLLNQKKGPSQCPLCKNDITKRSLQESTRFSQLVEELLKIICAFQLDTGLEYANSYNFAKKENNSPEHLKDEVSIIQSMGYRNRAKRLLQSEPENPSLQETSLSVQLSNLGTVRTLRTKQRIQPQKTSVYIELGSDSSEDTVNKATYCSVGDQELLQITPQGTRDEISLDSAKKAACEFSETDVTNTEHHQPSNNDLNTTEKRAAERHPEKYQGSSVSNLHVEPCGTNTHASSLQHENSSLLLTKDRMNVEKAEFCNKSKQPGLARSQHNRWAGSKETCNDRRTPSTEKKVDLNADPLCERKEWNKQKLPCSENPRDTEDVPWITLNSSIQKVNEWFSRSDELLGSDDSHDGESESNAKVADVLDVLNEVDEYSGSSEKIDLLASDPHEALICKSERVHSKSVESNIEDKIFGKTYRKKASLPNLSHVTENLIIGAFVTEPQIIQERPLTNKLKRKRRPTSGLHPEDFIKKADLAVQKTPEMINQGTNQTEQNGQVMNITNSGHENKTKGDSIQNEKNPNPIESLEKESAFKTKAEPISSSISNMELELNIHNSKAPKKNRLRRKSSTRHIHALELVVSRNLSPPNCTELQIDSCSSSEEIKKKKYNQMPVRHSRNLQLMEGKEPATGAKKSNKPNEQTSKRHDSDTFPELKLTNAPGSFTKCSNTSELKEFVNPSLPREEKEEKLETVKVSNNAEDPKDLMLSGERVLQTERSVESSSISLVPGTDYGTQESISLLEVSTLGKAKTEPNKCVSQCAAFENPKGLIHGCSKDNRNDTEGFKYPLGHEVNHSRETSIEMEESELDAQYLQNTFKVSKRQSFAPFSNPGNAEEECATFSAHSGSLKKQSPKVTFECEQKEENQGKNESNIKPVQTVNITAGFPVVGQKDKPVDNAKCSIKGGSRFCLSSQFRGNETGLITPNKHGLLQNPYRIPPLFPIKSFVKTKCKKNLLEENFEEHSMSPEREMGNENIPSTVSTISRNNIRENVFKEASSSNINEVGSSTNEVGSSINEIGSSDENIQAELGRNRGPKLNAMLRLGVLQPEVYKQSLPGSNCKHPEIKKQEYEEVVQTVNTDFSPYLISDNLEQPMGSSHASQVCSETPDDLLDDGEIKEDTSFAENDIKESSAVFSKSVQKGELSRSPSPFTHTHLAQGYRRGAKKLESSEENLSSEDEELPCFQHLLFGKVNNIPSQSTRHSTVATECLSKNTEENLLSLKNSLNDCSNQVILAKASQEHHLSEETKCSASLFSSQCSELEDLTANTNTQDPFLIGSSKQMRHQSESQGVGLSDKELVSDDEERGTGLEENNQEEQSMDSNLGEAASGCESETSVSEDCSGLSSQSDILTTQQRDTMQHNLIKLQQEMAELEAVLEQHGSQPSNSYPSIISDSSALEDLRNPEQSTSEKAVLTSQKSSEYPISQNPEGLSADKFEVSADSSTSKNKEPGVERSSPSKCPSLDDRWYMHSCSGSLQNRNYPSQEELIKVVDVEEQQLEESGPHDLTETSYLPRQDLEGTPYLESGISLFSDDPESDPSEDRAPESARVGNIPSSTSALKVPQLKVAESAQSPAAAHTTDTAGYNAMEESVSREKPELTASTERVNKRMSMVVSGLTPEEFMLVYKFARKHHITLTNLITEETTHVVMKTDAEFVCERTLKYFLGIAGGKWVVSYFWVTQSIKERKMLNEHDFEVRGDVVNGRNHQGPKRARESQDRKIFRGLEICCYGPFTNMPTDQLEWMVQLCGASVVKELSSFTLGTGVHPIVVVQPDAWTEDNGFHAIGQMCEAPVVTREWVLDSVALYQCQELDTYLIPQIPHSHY
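Rhodamine-labelled pBACH1 10-mer (100 nM) bound to BRCT domain (100 nM) at pH 7.3; compounds incubated 12 min room temperature, polarization read. Free peptide defines full inhibition; unlabelled decapeptide titrated as control.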
Epigenetic mod: epigenetic modulators derepressing GFP locus in mouse cells; AID 597; Potency, µM (series often up to 46.1 µM), for inactives: at the highest dose GFP derepression (activation); 0.09% of 68,000 active; mouse C127i GFP locus derepression, cytometry, 30 h; note: % of control where 0% means no effect
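Derepression screen: silenced CMV-GFP reporter in murine C127i cells, 30 h compound incubation at 37 C, washed cells imaged by laser-scanning cytometer to enumerate GFP-expressing objects of 20 to 120 um.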
Ub-GFP proteasome: inhibits proteasome, raising ubiquitin-GFP reporter fluorescence. Ubiquitin-GFP reporter cells, proteasome inhibition, GFP fluorescence; response scale: untreated = 0%, 10 µM MG-132 = 100%. Potency, µM (top dose mostly 45.9 µM), for inactives: at the top dose activation (GFP accumulation), usual class: activators. 67,000 tested, under 10 active; active = well fitted activation curve with a large enough effect, not every such curve was filed as active; inconclusive = small, poorly fitted or top-dose-only effect, or another doubt; inactive = no such curve, though single readings can be large or run the other way; note: potency is the fitted concentration of half-maximal effect
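Reporter cells (U2OS, ubiquitin-G76V-GFP fusion) are plated overnight, then treated 4 hr at 37 °C with compound titrations from 46 uM down to 2.9 nM. Activity is scaled against untreated cells and 10 uM MG-132.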
HBB splicing: hemoglobin beta splicing modulation | HBB splicing reporter cell assay, activation; EGFP reporter with mutant IVS2-654 intron; response scale: normalised to 500 nM splice-correcting PNA | 0.06% of 65,000 active | Potency, µM (titrated, usually from 46.1 µM), without a hit: at the top dose activation, usual class: activators; note: potency is the fitted concentration of half-maximal effect; 0% is about no effect
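Compounds were applied for 2 days to HeLa EGFP-654 cells, 500/well in Optimem with 2% FCS. The reporter's EGFP is disrupted by mis-splicing of beta-globin intron IVS2-654. Readout: summed well GFP fluorescence from 488 nm laser scanning; reference was 500 nM antisense […] 654 PNA.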
A350 fluor: compound fluoresces in the Alexa 350 spectral region; Compound autofluorescence, 340/450 nm, Alexa 350 dye-equivalents; stronger effect = higher value; 11% of 59,000 active; max dye-equivalent concentration, M; in the data active = max dye-equivalent concentration above about 10 nM; inconclusive = mostly about 1.1 nM to 9.6 nM
ALOX15 inhib: 15-hLO (ALOX15) enzyme inhibition. purified 15hLO-1, xylenol orange hydroperoxide absorbance. Potency, µM (series often up to 57.1 µM), inactives show top-dose activity change, negative = inhibition, most hits filed as inhibitors. 1.4% of 74,000 active. AID 887; note: potency is the fitted concentration of half-maximal effect; % is set by controls: 0 for no effect and ±100 for the full control effect; nearly all actives have a fitted effect of over 55% in size
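Purified human 15hLO-1 (40 nM) in 25 mM Hepes pH 7.5, 0.01% Triton X-100, preincubated 15 min RT with compound, then 50 uM arachidonic acid for 6 min. Hydroperoxide read by ferrous/xylenol orange, 30 min; 573/405 nm absorbance ratio gave progress.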
BRCT inh green: blocks human BRCA1 BRCT binding to phosphopeptide, green readout. BRCA1 BRCT-phosphopeptide binding, green fluorescence polarization. Potency, µM (highest dose often 76.9 µM), without a hit: at the top dose activity change, negative = inhibition, most hits filed as inhibitors. AID 875. P38398. 0.05% of 75,000 active;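 note: potency is the fitted concentration of half-maximal effect; plate controls were peptide without protein for full effect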
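Compounds were incubated for 12 min at room temperature with a complex of 100 nM fluorescein-tagged pBACH1 decapeptide and 250 nM His-tagged BRCT protein. Buffer was phosphate pH 7.3 with EDTA, DTT and Tween 20. Disruption of binding lowers the polarization signal.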
The depositor's hits bear a star; i = inactive; ? = inconclusive; / = not tested or not shown; & = joins results of further samples; [ ] = dose if it differs, or a comment. Unless noted, calls come from the whole dose curve; as a rule, active = well fitted curve in the direction sought with a large enough effect; inconclusive = small, poorly fitted or top-dose-only effect, or another doubt; inactive = no such curve, though single readings can be large; an effect the other way counts as inactive or inconclusive.

SMILES	CRE-bla Fsk	Hsp90 Hop PPI	4MU fluor	Pol III holo inh	BRCT inh red	Epigenetic mod	Ub-GFP proteasome	HBB splicing	A350 fluor	ALOX15 inhib	BRCT inh green
O=C(CC(c1ccccc1)c1cc(Cl)ccc1O)N1CCOCC1 (configuration not stated)	-2%	-5%	i	-6%	0.1%	6%	2%	-0.1%	i	12%	-1.6%
CCOC(=O)N1CCN(CC(=O)Nc2cc(C)nn2-c2nc3ccccc3s2)CC1	3%	0%	i	-2%	0.3%	0%	-7%	-0.1%[57.5 µM]	i	8%	0.6%
CCOc1cc(C2C(C(=O)c3ccc(C)o3)=C(O)C(=O)N2CCc2ccccc2)ccc1O (configuration not stated)	-3%	-4%	i	-3%	-1.9%	-2%	0%	/	i	-27%	-2.1%
Cc1ccc(CCNC(=O)CCNS(=O)(=O)c2ccc3c(c2)c(=O)n(C)c(=O)n3C)cc1	?	1%	?	0%	-0.4%	-3%	-11%	-3.1%	?	5%	0.2%
CC(=O)Nc1ccc(C(=O)Cn2nnc3ccccc3c2=O)cc1	9%	1%	i	5%	-4.0%	-1%	-1%	5.4%	i	-11%	-2.5%
O=C(CSc1nnc2c(Cl)cc(Cl)cn12)N1CCN(S(=O)(=O)c2ccccc2)CC1	?	1%	i	0%	1.1%	-2%	-1%	-2.6%[57.5 µM]	?	4%	-1.1%
Cc1nc2ccc(NC(=O)c3ccc(S(=O)(=O)N4CCOCC4)cc3)cc2s1	18%	-2%	/	0%	0.8%	8%	-6%	-2.3%	/	3%	-1.1%
Cn1c(=O)c2c(nc(CN3CCC(C(N)=O)CC3)n2CCCc2ccccc2)n(C)c1=O	?	1%	i	-8%	0.0%	-2%	-2%	3.2%[57.5 µM]	?	4%	0.0%
CCOC(=O)N1CCN(CC(=O)Nc2cc(OCC)ccc2OCC)CC1	?	-6%	i	-8%	1.0%	3%	4%	-2.1%	?	-1%	-0.6%
Cc1ccc(-n2c(=O)c(C#N)cc3c(=O)n4ccccc4nc32)cc1	2.5µM*	-3%	7e-06M*	19%	0.9%	4%	6%	-0.4%	6.7e-06M*	-3%	1.1%
O=C(CN1CCN(C(=O)c2ccco2)CC1)Nc1ccc2c(c1)OCCO2	-5%	-4%	i	-4%	-0.7%	1%	-3%	/	i	8%	-1.3%
CCN1C(=O)C2(C(C#N)=C(N)Oc3n[nH]c(COC)c32)c2ccccc21 (configuration not stated)	-4%	-5%	i	-7%	0.3%	4%	-3%	-0.2%	i	6%	-4.0%
CCN1CCN(C(=O)C2CCN(Cc3nc(-c4cccc(Cl)c4)oc3C)CC2)CC1	-8%	-3%[2.3 µM]	/	-5%	-0.4%	/	-11%	-0.6%	/	3%	-1.3%
COCn1c(COc2ccccc2)nc2ccccc21	?	-1%[11 µM]	/	1%[11.4 µM]	0.3%	-2%	7%[9.17 µM]	-1.7%[0.0738 µM]	/	-9%[11.4 µM]	-1.9%
Cc1ccc(C(=O)NC=C(Cl)Cl)cc1	-2%	4%	i	0%	-0.2%	2%	-2%	0.0%[57.5 µM]	i	2%	-3.7%
COc1ccccc1-c1nnc2sc(-c3ccc(N(C)C)cc3)nn12	0.4µM*	2%	2.5e-07M*	-6%	-0.2%	3%	14%	0.8%	2.7e-07M*	-10%	-2.0%
O=C(NC(Cc1ccccc1)C(=O)NCc1ccccn1)c1ccco1 (configuration not stated)	-5%	-13%	i	5%	0.3%	0%	8%	1.6%	i	9%	0.1%
COc1ccc(NC(=O)COc2ccccc2)c(OC)c1	-11%	3%	i	-2%	-0.3%	5%	-3%	-0.1%	i	1%	-1.6%
CCOC(=O)c1cc(-c2ccncc2)nc2c1c(C)nn2C	?	3%	1.8e-07M*	-7%	-0.4%	-1%	2%	-0.2%[57.5 µM]	1.6e-07M*	-5%	-3.0%
CC(=O)c1c(C(C)=O)c(C)n(NC(=O)c2ccccc2O)c1C	-6%	0%	?	-8%	-0.1%	0%	/	0.1%[0.369 µM]	1.3e-08M*	-2%	-1.6%
COC(=O)C1=C(C)Nc2ncnn2C1c1ccc(OC(=O)c2ccccc2)cc1 (configuration not stated)	0%	-3%	i	-1%	0.0%	2%	6%	0.0%	i	10%	-1.2%
O=C(CSc1nnc(-c2ccco2)o1)NC1CCCCCC1	-8%	0%	i	-4%	-1.3%	-1%	3%	6.5%	?	0%	-4.3%
Cc1ccc(CN2C(=O)C(C)(C)Oc3ccc(C(=O)N4CCCCC4)cc32)cc1	?	-4%	?	2%	0.8%	-1%	-4%	-0.1%[57.5 µM]	?	-4%	0.1%
O=C(Nc1ccncc1)c1cc2ccccc2oc1=O	?	0%	i	4%	-0.1%	0%	-12%	3.3%	i	2%	-2.2%
CCCc1cc(C(=O)NCc2ccco2)no1	-9%	-2%	/	-5%	0.6%	-3%	3%	-0.2%	/	6%	-0.8%

Exported with values under each structure: part of the list above
Below each SMILES – CRE-bla Fsk, Hsp90 Hop PPI, 4MU fluor, Pol III holo inh, BRCT inh red, Epigenetic mod, Ub-GFP proteasome, HBB splicing, A350 fluor, ALOX15 inhib, BRCT inh green
COCn1c(COc2ccccc2)nc2ccccc21
  ?, -1%[11 µM], /, 1%[11.4 µM], 0.3%, -2%, 7%[9.17 µM], -1.7%[0.0738 µM], /, -9%[11.4 µM], -1.9%
Cc1nc2ccc(NC(=O)c3ccc(S(=O)(=O)N4CCOCC4)cc3)cc2s1
  18%, -2%, /, 0%, 0.8%, 8%, -6%, -2.3%, /, 3%, -1.1%
CC(=O)c1c(C(C)=O)c(C)n(NC(=O)c2ccccc2O)c1C
  -6%, 0%, ?, -8%, -0.1%, 0%, /, 0.1%[0.369 µM], 1.3e-08M*, -2%, -1.6%

(listing goes on)
SMILES	CRE-bla Fsk	Hsp90 Hop PPI	4MU fluor	Pol III holo inh	BRCT inh red	Epigenetic mod	Ub-GFP proteasome	HBB splicing	A350 fluor	ALOX15 inhib	BRCT inh green
CO[C@]1(C2=NCCN2)COc2ccccc2O1	-3%&-1%	-6%&-4%	i	-3%&-4%	-2.8%&0.9%	-1%&1%	-1%&5%	1.4%	i	2%[25.6 µM]	1.9%&-2.7%
O=C(CN1CCCCCC1)Nc1cccc2c1OCO2	2%	?	i	3%	-0.3%	2%	-1%	-0.3%[57.5 µM]	i	-2%	-2.5%
CCc1cc(=O)oc2cc(OCC(=O)OC)c(Cl)cc12	?	3%	/	0%	-1.5%	2%	3%	-0.6%[9.22 µM]	/	1%	-1.1%
O=C(N[C@@]1(C(=O)O)C[C@@H]1c1ccccc1)c1ccccc1	0%[7.6 µM]	12%[11 µM]	i	-10%[11.4 µM]	-0.2%[15.4 µM]	2%[9.22 µM]	0%[9.17 µM]	3.0%[9.22 µM]	i	-4%[11.4 µM]	-1.9%[15.4 µM]
Cc1cc(C(=O)CSCc2nnc3n(CCC(C)C)c(=O)c4ccccc4n23)c(C)n1C	-4%	-8%	i	-7%	-0.4%	5%	1%	-2.6%	i	-7%	-1.6%
O=C(CN(Cc1cccs1)C(=O)CNS(=O)(=O)c1ccccc1)NCc1ccco1	-7%	-3%	i	5%	0.2%	0%	-1%	/	i	4%	-0.5%
COc1ccccc1Oc1coc2cc(O)ccc2c1=O	-1%	-13%	4.4e-07M*	7%	0.5%	1%	-9%	-0.9%	4.2e-07M*	-2%	-0.6%
Cc1ccc(OCC(=O)Nc2ccc(N3CCOCC3)cc2)cc1	-5%	-7%	/	0%	0.6%	0%	19%	0.5%	/	5%	-1.8%
O=C(OCCCCN1C(=O)c2ccccc2C1=O)c1ccc(Br)o1	1%	19%	i	2%	0.7%	-2%	0%	0.2%[57.5 µM]	i	-3%	0.9%
CCc1ccccc1N1CC23C=CC(O2)C(C(=O)OCC(C)C)C3C1=O (configuration not stated)	-3%	0%	/	-4%	1.2%	/	-4%	-0.2%	/	-2%	-1.7%
O=c1cc(NCC2CCCO2)[nH]c(=O)n1-c1ccc(Cl)cc1 (configuration not stated)	-10%	-5%	i	1%	-0.2%	4%	9%	-1.5%	i	17%	0.1%
CCCN(CCC)C(=O)C1CCN(c2cc(C)nc3c(-c4ccc(OC)c(OC)c4)c(C)nn23)CC1	?	?	/	-6%	-2.0%	0%	9%	-0.7%	/	6%	2.0%
Cc1cc(C(F)F)n2ncc(C(=O)NC3CCCCCC3)c2n1	?	0%	i	-6%	-0.5%	3%	4%	0.2%	?	-6%	2.8%
COc1cc(C2N(c3cccc(Cl)c3)C(=O)C3CCCN32)cc(OC)c1OC (configuration not stated)	3%	-2%	/	-1%	1.9%	-3%	-10%	1.0%	/	2%	-0.8%
CCC(=O)Nc1ccc(S(=O)(=O)Nc2cccnc2)cc1	-4%	1%	i	-2%	-1.0%	0%	-2%	-0.2%	i	10%	-3.5%
